# Assay outcomes deposited in PubChem BioAssay by Sanford-Burnham Center for Chemical Genomics.
# MIN6 prolif – inducers of MIN6 beta-cell proliferation, primary screen, ATP luminescence, uHTS | MIN6 cells proliferation, ATPlite luminescence, 48 h; cells starved in 0.2% serum; 100% = growth in 10% serum | proliferation, % at 10 µM | 0.29% of 330,000 active;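 active means compounds whose signal lies at least 3.5 SD above the mean of all wells on their plate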;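 further: 0% = DMSO-treated cells in low-serum medium and 100% = 10% serum control; some compounds called inactive have numbers as strong as hits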
# MPTP block – mitochondrial permeability transition pore inhibitors, primary screen, biochemical, isolated mouse mitochondria, absorbance. Ca2+ swelling absorbance, 30 min. inhibition, % at 10 µM. 1.4% of 360,000 active;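 active means inhibition of 50% or more, scaled per plate between neutral and stimulator controls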;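 further: 0% = DMSO wells given calcium and 100% = 1 mM EGTA wells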
# mIAP block – inhibitors of mouse IAP, primary screen, biochemical, luminescence, uHTS; intestinal alkaline phosphatase [Mus musculus]; purified mouse IAP, CDP-Star luminescence, 30 min; inhibition, % at 10 µM; 0.2% of 330,000 active;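 active means inhibition of at least 40% at 10 µM in the primary screen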;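 further: plate controls were DMSO with enzyme for no effect and no enzyme wells for full effect; values of inactives mirror those of a sister screen read the other way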
# hIAP block – human IAP inhibitors, primary screen, biochemical, luminescence, uHTS; Intestinal-type alkaline phosphatase (Homo sapiens), P09923; purified IAP, CDP-Star luminescence, 30 min; inhibition, % at 10 µM; 0.12% of 330,000 active; AID 2544, 2010;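 active means inhibition reaching a set limit with compound at 10 µM in the primary screen, cut at about 35% in these data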;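 further: plate controls were DMSO wells with enzyme for no effect and no-enzyme buffer wells for full effect; values of inactives mirror those of a sister screen read the other way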
# A3A deaminase – APOBEC3A ssDNA deaminase inhibitors, primary screen, selectivity assay for APOBEC3G inhibitor project, biochemical, FAM/TAMRA oligo cleavage fluorescence. DNA dC->dU-editing enzyme APOBEC-3A (Homo sapiens), P31941. recombinant A3A, FAM/TAMRA ssDNA deamination fluorescence. inhibition, % at 20 µM. 0.41% of 330,000 active;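 active means at least 40% inhibition at 20 µM here, with at most 30% in a related deaminase screen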;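 further: plate controls were A3A with DMSO for no effect and wells lacking A3A enzyme for full effect; some results filed as inactive read as strong as hits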
# Target sequence (P31941 whole entry, looked up): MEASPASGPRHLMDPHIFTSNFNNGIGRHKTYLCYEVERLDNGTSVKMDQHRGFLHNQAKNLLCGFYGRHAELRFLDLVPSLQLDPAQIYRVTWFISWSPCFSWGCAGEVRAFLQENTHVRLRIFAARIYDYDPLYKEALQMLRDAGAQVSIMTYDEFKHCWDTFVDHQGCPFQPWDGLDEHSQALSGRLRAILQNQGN
# mIAP act – activators of mouse IAP, primary screen, biochemical, luminescence, uHTS | activation factor at 10 µM | 0.24% of 330,000 active | muIAP, CDP-Star luminescence, 30 min; stronger effect = higher value; 1 = vehicle-only enzyme signal, 0 = enzyme-free wells | intestinal alkaline phosphatase [Mus musculus];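 active means activation factor of at least 2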; further: the source names both 10 and 20 µM as test concentration; values of inactives mirror those of a sister screen read the other way
#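 also added = chemiluminescent substrate CDP-Star | test system = mouse IAP enzyme | signal = chemiluminescence readout | compound = DMSO-dissolved test compounds | incubation = 30 min at room temperature | benchmarks = DMSO wells, no-enzyme wells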
# GRIN3A LBD mod – binders of NR3A ligand-binding domain, primary screen, biophysical, differential scanning fluorimetry, uHTS; Glutamate receptor ionotropic, NMDA 3A (GRIN3A) ligand-binding domain; NR3A LBD differential scanning fluorimetry, Tm shift; 0% = protein alone, 100% = glycine-bound protein; Tm shift relative to glycine control, % at 25 µM; 2.5% of 340,000 active; AID 1259313, 2017;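 active means melting temperature shift of at least 10% of the positive control shift, at one fixed dose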
# hIAP act – human IAP activators, primary screen, biochemical, luminescence, uHTS; 0.16% of 330,000 active; purified human IAP, CDP-Star luminescence, 30 min; stronger effect = higher value; 1 = vehicle-only enzyme, 0 = enzyme-free background; activation factor at 10 µM;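 active means activation factor of the enzyme at least 2-fold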; further: the source names both 10 and 20 µM as test concentration; values of inactives mirror those of a sister screen read the other way
# APOBEC3G inh – APOBEC3G DNA deaminase inhibitors, primary screen, biochemical, fluorescence, single-stranded DNA substrate, uHTS | DNA dC->dU-editing enzyme APOBEC-3G (Homo sapiens), Q9HC16 | 0.28% of 330,000 active | inhibition, % at 20 µM | AID 493012, 2011 | recombinant A3G, ssDNA deamination FAM/TAMRA fluorescence;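 active means inhibition of at least 40% at 20 µM, with no more than 30% in the related APOBEC3A deaminase screen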;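 further: plate controls were DMSO wells with A3G for no effect and wells lacking A3G enzyme for full effect; some compounds called inactive have numbers as strong as hits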
# Target sequence (Q9HC16 whole entry, looked up): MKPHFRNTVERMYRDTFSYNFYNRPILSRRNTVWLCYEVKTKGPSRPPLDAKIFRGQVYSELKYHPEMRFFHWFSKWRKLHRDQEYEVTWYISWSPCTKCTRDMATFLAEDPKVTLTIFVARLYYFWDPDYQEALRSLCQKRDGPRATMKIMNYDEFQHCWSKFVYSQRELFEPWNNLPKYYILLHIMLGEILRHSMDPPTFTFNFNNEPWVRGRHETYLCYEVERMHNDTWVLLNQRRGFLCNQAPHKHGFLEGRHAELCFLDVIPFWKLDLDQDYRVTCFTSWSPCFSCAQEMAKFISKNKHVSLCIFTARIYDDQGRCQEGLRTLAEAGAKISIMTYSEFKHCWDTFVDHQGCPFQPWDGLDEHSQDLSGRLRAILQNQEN
# * hit, by the source's call; . = no result given. Not a hit list. About 5% of those tested had a hit in this group.
SMILES,MIN6 prolif,MPTP block,mIAP block,hIAP block,A3A deaminase,mIAP act,GRIN3A LBD mod,hIAP act,APOBEC3G inh
COc1ccc(N2CCN(C(=O)[C@H](C)N3C(=O)C4CC=CCC4C3=O)CC2)cc1 (stereo partly specified),0,-1.3,1,-8,-3,0.99,2,1.1,-7
O=C(NC(NNc1ccc([N+](=O)[O-])cc1)(C(F)(F)F)C(F)(F)F)c1ccc(F)cc1,-6,100*,-2,13,-2,1,-7,0.87,-10
Cc1ccc(N2CC(=O)N(NC(=O)Nc3ccc(Cl)c(Cl)c3)CC2=O)cc1,-2,-3.3,5,6,3,0.95,13*,0.94,2
COc1ccccc1N(C(=O)CNC(=O)c1ccco1)C(C(=O)NCC1CCCO1)c1ccccc1 (stereo unspecified),0,0.7,9,-4,-1,0.91,1,1,-2
Cc1cc(C)c2c(c1)SC1=NC(c3ccccc3)(C(F)(F)F)NC(=O)N12 (stereo unspecified),-6,-0.8,2,-5,-4,0.98,3,1,-6
O=c1[nH][nH]cc1C=Nc1ccc(Cl)cc1Cl,0,3.0,1,-15,-3,0.99,-2,1.2,-4
CC(C)=CC(=O)Nc1ccc(S(=O)(=O)Nc2onc(C)c2C)cc1,-2,3.8,-2,-10,-4,1,0,1.1,-3
CC(=O)n1cc([C@H]2C=C(C(=O)O)O[C@@H](OCCCCO)C2)c2ccccc21,4,-1.1,6,12,-2,0.94,4,0.89,-8
O=C(O)c1ccc2c(c1)C(=O)N(c1ccccc1-c1ccccc1)C2=O,1,-1.7,3,-10,11,0.97,-2,1.1,-4
CCCCN(CC)S(=O)(=O)c1ccc(C(=O)Nc2nnc(CSC)o2)cc1,-2,-12,4,-17,0,0.96,-3,1.2,-1
CCOC(=O)c1ccc(NC(=S)NCCCn2ccnc2)cc1,5,1.0,-11,-10,-6,1.1,0,1.1,-9
CC(C)CSC1=NSC2=NC(=O)/C(=C\c3coc4ccccc4c3=O)C(=N)N12,-6,89*,-2,-1,-7,1,7,1,-19
Cc1ccc(C(=O)N2CCN(c3ccc(F)cc3)CC2)cc1S(=O)(=O)N1CCCCC1,-2,-0.7,10,-35,-4,0.9,0,1.4,-4
CCOC(=O)CSc1cc(C)nc(NC(C)=O)n1,-2,2.7,-6,11,2,1.1,0,0.89,0
CCc1ccc(C(=O)CN2C(=O)NC3(CCOc4ccccc43)C2=O)s1 (stereo unspecified),-1,-1.2,-1,15,2,1,1,0.85,-6
Cc1ccc2c(C)c(C(=O)Nc3ccc(S(=O)(=O)Nc4onc(C)c4C)cc3)oc2c1,-6,0.0,4,-6,-4,0.95,-1,1.1,-10
Cn1c(=O)n(CCCOc2ccc(Br)cc2)c2ccccc21,-3,0.1,-1,-13,-1,1,0,1.1,-1
Cc1noc(C)c1CSCC(=O)Nc1ccccc1N1CCCCC1,-1,-0.5,-4,-2,5,1,.,1,-2
CCN(CC)S(=O)(=O)c1cc(C(=O)OCC(=O)c2ccc3c(c2)NC(=O)CO3)ccc1Cl,3,85*,5,4,-3,0.95,1,0.96,-7
CN(C)CCNC(=S)NC1CCCCC1,-4,0.6,-6,0,-7,1.1,1,1,-18

# Continued (2 carried over from the part before).
SMILES,MIN6 prolif,MPTP block,mIAP block,hIAP block,A3A deaminase,mIAP act,GRIN3A LBD mod,hIAP act,APOBEC3G inh
CCN(CC)S(=O)(=O)c1cc(C(=O)OCC(=O)c2ccc3c(c2)NC(=O)CO3)ccc1Cl,3,85*,5,4,-3,0.95,1,0.96,-7
CN(C)CCNC(=S)NC1CCCCC1,-4,0.6,-6,0,-7,1.1,1,1,-18
CCCC(=O)Nc1c(C)nn(C(=O)CCC)c1C,-1,0.9,8,-10,-3,0.92,-5,1.1,-12
CC(=O)c1cccc(NC(=O)Nc2ccccc2)c1,1,0.6,-10,8,1,1.1,-11,0.92,-5
Cc1nc(OCc2c(C)noc2C)c2ccccc2n1,2,-1.6,2,-2,-2,0.98,5,1,0
CC1=C([N+](=O)[O-])C(c2ccc(O)c(O)c2)NC(=O)N1 (stereo unspecified),-2,0.1,25,6,0,0.75,-1,0.94,0
CCOC(=O)CC(=O)CSc1n[nH]c(=O)[nH]c1=O,1,1.7,0,2,-2,1,-1,0.98,-7
O=C(/C(Cl)=C/Nc1ccc(Br)cn1)C(F)(F)F,-3,2.6,0,6,-3,1,-19,0.94,-10
O=C(CCN1CCOCC1)NCC1COc2ccccc2O1 (stereo unspecified),1,1.3,0,0,-4,1,2,1,-9
COCCn1c(SC(C)C(=O)NC2CCCCC2C)nc2ccccc2c1=O (stereo unspecified),-3,-0.5,0,-13,-1,0.99,-1,1.1,-8
O=C1OC(Cc2ccccn2)C(O)=C1C1=NCCCN1 (stereo unspecified),0,0.6,2,13,-2,0.98,-5,0.87,-3
Cc1ccc(S(=O)(=O)Nc2ccc(Cl)cc2C(=O)c2ccccc2)cc1,-2,4.6,-1,-18,-7,1,-8,1.2,-10
O=C(COC(=O)c1ccc([N+](=O)[O-])s1)NC(c1ccccc1)c1ccccc1,0,2.2,1,1,-2,0.99,-10,0.99,-9
O=C(Nc1ccc(Nc2ccccc2)cc1)C1CC1,-2,0.8,7,-5,4,0.93,-16,1,2
O=C(O)c1cccc(S(=O)(=O)Nc2cccc(S(=O)(=O)Nc3ccc(Br)cc3)c2)c1,-3,-0.8,-1,-8,3,1,-2,1.1,-7
CN(Cc1c(C(=O)N/N=C/c2cccc(F)c2)nnn1-c1nonc1N)C1CCCCC1,-4,2.5,11,-7,2,0.89,0,1.1,0
CCCN(CCC)Cc1c(C(=O)N/N=C/c2ccc(C)o2)nnn1-c1nonc1N,0,0.0,14,5,-1,0.86,-1,0.95,-8
C=CCSc1nnc(NC(=O)Cn2cnc3c2c(=O)n(C)c(=O)n3C)s1,-1,-0.2,-12,-4,0,1.1,2,1,0
Cc1ccc(C(=O)NCCNc2nc3cc(C)c(C)cc3cc2C)cc1,-4,5.2,-6,-3,2,1.1,0,1,-8
CN(C)S(=O)(=O)Oc1ccccc1C(=O)Nc1ccccc1Cl,6,0.5,8,17,-4,0.92,-1,0.83,-8
CN1CCCC(OC(=O)COc2ccccc2)C1 (stereo unspecified),3,-1.7,6,2,6,0.94,0,0.98,-2
Cc1cc2nc(SCCN3CCOCC3)[nH]c2cc1C,-3,0.0,-6,-11,-2,1.1,-1,1.1,-4
COc1cccc(CSCC(=O)NCCc2ccccc2)c1OC,6,0.6,4,3,1,0.96,1,0.97,-5
COC(=O)C1C(=O)C2=C(CC1C)NC(=O)CC2c1ccc(O)c(OC)c1 (stereo unspecified),-2,-0.8,0,10,2,1,1,0.9,-3
CC1CCCN(CCC(=O)Nc2ccccc2)C1 (stereo unspecified),-5,1.0,-7,-12,-4,1.1,-3,1.1,-10
CCCCN1CC(=O)N2[C@H](c3ccc(OC)cc3)[C@@H]3C(=O)N(CC)C(=O)[C@@H]3[C@]2(Cc2ccccc2)C1=O,-1,1.3,0,5,-3,1,0,0.95,-6
CO/N=C/CC(=O)c1ccc(-c2ccccc2)cc1,-1,1.9,6,10,4,0.94,0,0.9,0
CS(=O)(=O)N(CC(=O)Nc1ccc(S(=O)(=O)N2CCCC2)cc1)c1ccccc1F,-2,0.8,-11,0,-2,1.1,3,1,-2
O=C(CSc1nnc2ccccn12)c1ccc(OC(F)F)cc1OC(F)F,-1,1.3,-2,7,-7,1,-1,0.93,-10
CCc1c(C)nc(SCC(N)=O)c(C#N)c1C,2,-0.4,1,-2,1,0.99,1,1,0
CCN1C(=NCc2ccc(OC)cc2)N[C@@H](c2ccccc2)C(C(=O)OC)=C1C,-4,-2.1,4,2,92*,0.96,0,0.97,12
CC(OC(=O)c1cccc(S(=O)(=O)Nc2ccccc2F)c1)C(=O)NCc1ccc2c(c1)OCO2 (stereo unspecified),0,2.2,22,-10,-3,0.79,-6,1.1,-8
O=C1CCC(O)CCN1CCSc1ccccc1 (stereo unspecified),-3,-0.7,-8,9,-5,1.1,2,0.91,-8
O=C(CSc1nc2ccccc2c(=O)n1CC1CCCO1)N1CCN(c2ccccc2)CC1 (stereo unspecified),-5,-1.4,-1,17,6,1,-2,0.83,2
COC(=O)Cc1cnc(NC(=O)CSc2nc(C(C)C)cc(=O)[nH]2)s1,-1,-0.7,4,1,-2,0.96,0,0.99,-9
NNC(=O)COc1ccccc1[N+](=O)[O-],3,-0.6,-8,-2,-1,1.1,0,1,-9
Cc1nc2cc(C(=O)O)ccc2n1-c1ccccc1,0,-1.3,-13,2,0,1.1,-1,0.98,-7
Cc1cc(NC(=O)c2ccc(S(=O)(=O)N(C)C)cc2)no1,-3,-1.1,-2,-6,1,1,1,1.1,-6
CCCC1(CCC)NC(=O)N(CC(=O)Nc2ccc(Cl)c(S(=O)(=O)N3CCOCC3)c2)C1=O,-6,-0.4,-7,-33,7,1.1,-2,1.3,-2
Cc1nc2nc(SCC(=O)N3CCOCC3)nn2c(C)c1Cc1ccccc1,2,-0.4,-6,5,1,1.1,-2,0.95,-4
CC(C)Cn1c(N)c(C(=O)COC(=O)CCc2nc3ccccc3c(=O)[nH]2)c(=O)n(C)c1=O,-1,-0.4,-13,3,0,1.1,-1,0.97,-8
CCCN1CCN(C(=O)c2cc(COc3ccc4ncccc4c3)on2)CC1,-3,86*,0,-3,2,1,0,1,-3
COc1ccc(-n2c(=S)[nH]c3cc(C(=O)Nc4ccc(F)cc4)ccc3c2=O)c(OC)c1,-3,0.2,8,-15,-1,0.92,-7,1.1,-8
CCCS(=O)(=O)N1CCC(C(=O)NCc2ccc(F)cc2)CC1,0,-2.5,8,-14,-1,0.92,1,1.1,0
Cc1ccc(S(=O)(=O)NCC(=O)N(CC(=O)NCc2ccco2)Cc2cccs2)cc1,1,0.4,4,16,-3,0.96,0,0.84,-8
CCc1n[nH]c(=S)n1/N=C/C(C)=C\c1ccccc1,1,1.4,6,4,-8,0.94,0,0.96,11
O=C(O)c1cc(NC(=O)C2CCCO2)cc(C(=O)O)c1 (stereo unspecified),-2,0.7,0,-16,-4,1,1,1.2,-6
COc1cc(OC)cc(C(=O)NCC(=O)OCC(=O)NC(C)CCc2ccccc2)c1 (stereo unspecified),3,-0.8,-8,4,5,1.1,0,0.96,0
COc1ccc(NC(=S)Nc2cc(-c3ccccc3)[nH]n2)cc1Cl,-5,2.7,3,11,2,0.97,34*,0.89,2
O=C(O)C1C2CCC(C2)C1C(=O)Nc1ccccc1 (stereo unspecified),4,2.4,-10,10,0,1.1,1,0.9,7
